From PubChem BioAssay
AI-2 QS modul = Vibrio harveyi AI-2 quorum sensing modulators, primary screen, JMH597 strain, luminescence/OD600 ratio; Vibrio harveyi JMH597 AI-2 luminescence/OD600 ratio, 9 h; hits give low values; strain lacks LuxN and CqsS sensors; 0 = neutral-control median; AID 2094, 2009; 300,000 compounds, 0.4% hits; activity change, % at 7.5 µM; in the data active means activity change below about -75%, passing the limit was not always enough; inconclusive means no clear call, values can overlap the other calls;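 further: luminescence divided by OD600 gain over 9 h not by final OD600 alone; inactives centre near 13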
HIF activator = HIF pathway transcriptional activators, primary screen, cell-based, U2OS HRE-luciferase, luminescence; activation, % at 7.5 µM (by protocol); 300,000 compounds, 0.32% hits; U2OS HRE-luciferase reporter; normalized: DMSO 0%, desferrioxamine 100%;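 active means mean activation of at least 10% of the iron chelator positive control signal, with at least half of replicates also reaching 10%; inconclusive means mean and replicate majority disagree about reaching 10%; inactive means mean and most replicates under 10%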
Platelet DG rel = inhibitors of platelet dense granule secretion, primary screen, cell-based, MLPCN, human platelets | inhibition, %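 (compounds screened at 7.5 µM in platelet-rich plasma)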 | 300,000 compounds, 0.22% hits | human platelet-rich plasma, SFLLRN dense granule ATP release, luminescence | AID 1663, 2009;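 active means mean replicate score, as percent of positive control, at or above 50; inconclusive means mean below 50 but at least one replicate at or above 50; inactive means mean and every replicate below 50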
SKKanGAS inh = S. pyogenes SKKanGAS growth inhibitors in kanamycin, primary screen, streptokinase expression inhibitor project, SKKanGAS strain, BacTiter-Glo luminescence; AID 1662, 2009; 6 h; 300,000 compounds, 1.3% hits; inhibition, % at 7.5 µM;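 active means mean replicate score, as percent of positive control median, at least 50; inconclusive means mean below 50 but one replicate at or above 50; inactive means mean and every replicate below 50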;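 further: strain carries kanamycin resistance gene driven by streptokinase promoter and grows in 40 µg/ml kanamycin; loss of luminescence reflects streptokinase promoter inhibition or plain growth inhibition; 0% = median of DMSO wells and 100% = positive control at its reference dose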
aSyn UTR inh = MLPCN primary screen, SNCA 5' untranslated region | alpha-synuclein 5'UTR reporter, inhibitor activity | inhibition, % (tested at 7.5 µM) | 300,000 compounds, 0.82% hits | AID 1813, 2009; in the data active means inhibition above about 60%; inconclusive means no clear call, values can overlap the other calls;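 further: H4 neuroglioblastoma cells stably carrying SNCA 5'UTR luciferase fusion; 0% = DMSO wells and 100% = positive control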
IEC-6 tox = cytotoxicity in IEC-6 intestinal epithelial cells, primary screen, cytotoxicity control for KLF5 inhibitor project, cell-based, luminescence | IEC-6 cytotoxicity, luminescence viability | inhibition, % at 5 µM | 290,000 compounds, 0.78% hits | AID 1825, 2009; in the data active means inhibition above about 22%;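 further: 0% = plate median of test compound wells and 100% = cytotoxic reference compound wells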
KLF5 inh = KLF5 expression inhibitors, primary screen, DLD-1 cells, luminescence; DLD-1 KLF5 promoter-luciferase reporter; inhibition, % at 5 µM; 290,000 compounds, 0.23% hits;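 active means inhibition above a per-plate limit of that plate's mean compound inhibition plus 3 SD, cut at about 60% in these data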;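 further: 0% = DMSO wells and 100% = LY294002 at 200 µM; higher means less KLF5 promoter-driven luciferase light; inactives centre near -14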
HSF-1 act = HSF-1 activators, primary screen, NIH3T3-HGL cells, MG132 stress, luminescence, single point; 300,000 compounds, 1.7% hits; activation, % at 9 µM; AID 504408, 2011; NIH3T3-HGL HSF-1 luciferase reporter, 8 h; 100% = twice DMSO control signal;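 active means mean replicate activation of at least 50% with a set share of replicates each reaching 50%; inconclusive means only one of those two conditions met; inactive means mean below 50% and too few replicates reaching it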;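 further: 0% = median of the neutral control wells and 100% = twice that signal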
HSF1 inh = HSF1 inhibitors in luciferase reporter cells, primary screen, cell-based, NIH3T3, luminescence; NIH3T3-HGL HSE-luciferase, MG132-induced, luminescence 8 h; hits give low values; activity change, negative = inhibition, % at 7.5 µM (by protocol); AID 2098, 2009; 300,000 compounds, 0.77% hits;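 active means more than half of replicate wells show activity change below -50%, luminescence cut by over half; inconclusive means some wells, but at most half, below -50%; inactive means no replicate well below -50%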;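 further: luciferase reports HSF-1 transcriptional activity via heat shock element; 0% = median of DMSO wells and -100% = zero luminescence signal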
HSP90 refold inh = HSP90 inhibitors, primary screen, cell lysate, luminescence | 290,000 compounds, 0.91% hits | inhibition, % at 5.6 µM | Rabbit reticulocyte lysate, luciferase refolding luminescence, 3 h;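 active means inhibition above the screen-wide mean plus 3 SD, computed separately per campaign, cut at about 16% in these data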;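 further: 0% = DMSO wells and 100% = 60 µM geldanamycin wells; inhibitors lower the luminescence because luciferase stays unfolded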
Starred values were filed as active, the others as inactive; ? = inconclusive; . = no result given. Outcome played no part in choosing rows; overall some 6% were active at least once.

SMILES | AI-2 QS modul | HIF activator | Platelet DG rel | SKKanGAS inh | aSyn UTR inh | IEC-6 tox | KLF5 inh | HSF-1 act | HSF1 inh | HSP90 refold inh
Cc1ccc(N=N/C(=C\O)C(=O)c2ccncc2)cc1 | -15 | 0.9 | 26 | 1 | 11 | 2 | -2 | 13 | 14 | 0
COc1ccc(CC(=O)OC2CCCN(C)C2)cc1 (stereo unspecified) | 20 | -0.3 | -3 | -9 | -9 | 3 | -58 | -1 | 1 | 8
O=C(C1CCN(S(=O)(=O)c2ccccc2)CC1)N1CCCCCC1 | 21 | -0.1 | 3 | 6 | 4 | -4 | 2 | -7 | -10 | -5
COc1ccc(NS(=O)(=O)c2cccc(C(=O)O)c2)cc1 | 30 | -0.6 | 1 | -5 | 12 | 3 | -9 | -7 | -1 | -1
CC1CCN(C(=O)COC(=O)c2cc(Cl)cc(Cl)c2N)CC1 | 2 | -0.2 | 10 | 3 | -10 | 1 | -44 | 10 | 16 | 2
COc1ccc(NC(=S)Nc2cccc(C(C)=O)c2)cc1OC | 12 | 1.2 | 1 | ? | 12 | -6 | 9 | 16 | 4 | 9
Cc1cccc(N2CCN(C(=O)CNC(=O)c3cccc([N+](=O)[O-])c3)CC2)c1C | 10 | 0.2 | -3 | 1 | 0 | -2 | -11 | 7 | -5 | -4
CCOc1cc(C(=O)NC(C)C2CCCO2)cc(OCC)c1OCC (stereo unspecified) | 8 | 0.2 | -3 | -1 | -5 | -6 | -2 | 1 | -1 | -2
CCOC(=O)c1ccc(NC(=O)CCS(=O)(=O)c2cccc3nonc23)cc1 | 18 | -1.2 | -1 | 1 | -1 | 7 | -17 | 13 | -4 | -3
CCC(=O)Nn1cnc2c(c1=O)C1(CCCCC1)Cc1ccccc1-2 | 24 | -3.0 | 6 | -1 | 8 | 1 | -13 | -12 | 6 | -3
O=C(N/N=C/c1cn(-c2ccccc2)nc1-c1cccs1)c1ccncc1 | -1 | 1.0 | -3 | -16 | -27 | 2 | -10 | 27 | 10 | 2
COc1ccccc1CC(NC(C)=O)C(=O)NC1CCN(C(=O)NCc2ccccc2)CC1 (stereo unspecified) | 26 | -11 | -9 | 1 | -6 | 3 | -13 | 8 | -1 | 3
O=C(NCc1ccncc1)C12CC3CC(CC(C3)C1)C2 | 4 | 0.1 | -1 | 2 | -17 | -1 | -23 | -9 | 1 | 2
COc1ccc(C)cc1S(=O)(=O)N1CCN(S(=O)(=O)c2cc(C)ccc2OC)CC1 | 5 | -0.5 | -2 | -8 | -2 | -1 | 3 | 21 | -1 | 0
CC1CN(C(=S)Nc2cccc(F)c2)CC(C)O1 (stereo unspecified) | 1 | -1.5 | -1 | 2 | 22 | -4 | -12 | 7 | -7 | -4
CCCOc1ccc(N2C(=O)CC(N(Cc3ccco3)C(=O)CC)C2=O)cc1 (stereo unspecified) | 19 | -0.5 | 1 | -3 | -6 | 3 | -10 | 2 | 2 | -2
COC(=O)c1c(-c2ccncc2)csc1NC(=O)c1ccoc1C | 2 | 2.7 | 5 | -6 | -120 | 3 | -22 | 39 | 15 | -4
COc1ccc(OC)c(Cc2nnc(CCC(=O)N3CCCCC3c3nccs3)o2)c1 (stereo unspecified) | 21 | 2.3 | 0 | -2 | -116 | -6 | -111 | 21 | 27 | -3
CCCN(CCC)S(=O)(=O)c1ccc(NC(=O)Cc2cccs2)cc1 | 16 | -1.1 | 5 | -2 | 3 | -6 | -14 | 4 | 9 | 10
Cc1ccc(Cn2c(C(CO)Nc3nc(-c4ccc(F)cc4)cs3)nc3ccccc32)cc1 (stereo unspecified) | 7 | -0.1 | 4 | 80* | -27 | . | . | -21 | 1 | .
O=C(CSc1nnc(CCCN2C(=O)c3cccc4cccc(c34)C2=O)n1-c1ccccc1)NCCCN1CCOCC1 | 8 | -1.3 | -6 | 2 | -40 | -3 | -35 | -7 | -4 | -3
NC(=O)CSc1ncc(-c2ccccc2)[nH]1 | 11 | 0.8 | -7 | -3 | -33 | 1 | -4 | 1 | 2 | -1
CCOC(=O)C1C(c2ccc3c(c2)OCO3)NC(=O)NC1(O)C(F)(F)F (stereo unspecified) | 24 | -0.4 | -5 | 1 | 13 | -6 | -20 | -6 | 2 | -3
Cc1nn(CCC(=O)NNC(=S)Nc2cccc(Cl)c2)c(C)c1[N+](=O)[O-] | 15 | -0.2 | -3 | -2 | -4 | -10 | -20 | -1 | -1 | 4
COc1cccc(N(CC(=O)NC2CCCCC2)C(=O)Cn2nnc(-c3ccc(C)o3)n2)c1 | 10 | -13 | -12 | 15 | -15 | 8 | 7 | 10 | -3 | 4
Cc1cccc(C(=O)NCc2ccc(S(N)(=O)=O)cc2)c1[N+](=O)[O-] | 11 | 0.7 | -3 | -3 | 6 | -5 | -12 | 3 | 2 | -2
CN(C)[C@@H]1CCC[C@@H]1OC(=O)C(c1ccccc1)c1ccccc1 | 17 | -0.6 | -14 | -7 | -16 | 6 | -20 | -6 | 3 | -1
CC1CCCCC1NC(=O)C1CCC(CNS(=O)(=O)c2cccc3cccnc23)CC1 (stereo unspecified) | 14 | -1.0 | -5 | 5 | 26 | -2 | -2 | 12 | -1 | 4
CCOc1ccc(S(=O)(=O)N2CCCCC2)cc1NC(=O)C1CCC1 | 3 | 0.2 | 4 | -2 | -2 | . | . | 8 | 1 | .
Cc1ccc(-c2nn(C)c(=O)c3ccccc23)cc1CNC(=O)c1ccccc1 | 5 | 0.0 | 0 | 20 | 19 | 8 | 2 | -3 | -2 | 2
Cc1cc(C)cc(N(CCC(=O)Nc2nnc(C3CC3)s2)S(=O)(=O)c2ccc(Cl)cc2)c1 | 36 | 1.1 | 1 | 7 | -6 | -3 | -24 | 25 | 6 | -1
CC(C)(C)c1ccc(C(CC(=O)O)NS(=O)(=O)Cc2ccccc2)cc1 (stereo unspecified) | 5 | -24 | -2 | 4 | -7 | 7 | -15 | 4 | 2 | -3
CCOC(=O)C1CCCN(C(=O)c2cc3ccccc3oc2=O)C1 (stereo unspecified) | 12 | -1.2 | -1 | -7 | -7 | 3 | -14 | 9 | -3 | 2
O=C(COC(=O)c1ccccc1Br)NCc1ccccc1 | 0 | 1.5 | 17 | -2 | 7 | -8 | -11 | -10 | 12 | -4
COc1cc(SC)ccc1C(=O)Nc1ccc2c(c1)CCN2S(C)(=O)=O | 4 | 0.8 | -1 | -7 | -50 | 4 | -1 | -8 | -10 | -2
CC(C)CC(=O)C1=C(O)C(=O)N(Cc2ccccc2)C1c1ccccc1 (stereo unspecified) | 42 | -1.2 | -4 | 4 | 1 | 4 | -20 | -8 | -3 | 0
COc1cc(C2C3=C(CC(C)(C)CC3=O)OC(N)=C2[N+](=O)[O-])ccc1O (stereo unspecified) | 6 | -0.2 | -1 | 0 | 13 | -5 | -31 | . | . | -1
O=C(CSCc1ccc(F)cc1)NCc1cccs1 | 25 | 0.6 | 5 | 3 | -21 | 1 | -32 | -4 | 3 | -1
Cn1c(CCCCCN)nc2ccccc21 | 1 | -2.1 | 0 | 2 | -5 | 5 | 14 | 7 | -4 | 4
C/C(N)=C(/C#N)C(=O)CSc1nnnn1-c1ccc(C)cc1 | 9 | 1.4 | -3 | -4 | -90 | 2 | -69 | -9 | 5 | 0
COc1c(C)cc(C(=O)C2CCCN(Cc3c(C)n(C)n(-c4ccccc4)c3=O)C2)cc1C (stereo unspecified) | 10 | 0.0 | 7 | -15 | 1 | 3 | -2 | 2 | 2 | 4
CC(=O)N1CCN(C(=O)/C(C#N)=C/c2ccc3c(c2)OCO3)CC1 | 22 | -0.1 | 3 | 5 | -3 | 6 | -14 | -2 | -5 | -3
Cc1ccc(OCc2nnc(SCC(=O)Nc3sc(C)c(C)c3C#N)n2C)cc1 | -2 | -2.4 | 1 | -14 | -10 | -2 | -36 | -5 | -7 | 0
C=CCNc1sc(C(=O)c2ccc(C)cc2)c(N)c1C#N | 21 | -0.4 | -6 | -10 | 37 | 0 | -29 | 5 | 0 | 0
CC1=CC(C#N)(C#N)C(C#N)(C#N)C(c2ccccc2)N1 (stereo unspecified) | 9 | -0.1 | 4 | 2 | -10 | -5 | -2 | -7 | -9 | -3
Fc1cccc(Cl)c1Cn1nnc(-c2ccc3c(c2)OCO3)n1 | -4 | 3.4 | 3 | 10 | -97 | 1 | -55 | 39 | 31 | 4
Cc1ccc(-c2cc(C(F)F)nc(S(C)(=O)=O)n2)cc1 | 9 | -0.2 | 10 | -1 | -20 | 0 | -24 | 305* | 250 | 3
O=C(Nc1nccs1)C1CC(=O)N(c2ccccc2)C1 (stereo unspecified) | 22 | -0.2 | -14 | -2 | 25 | -5 | -22 | 2 | -5 | -5

In a second layout: entries from further up.
Cc1ccc(-c2cc(C(F)F)nc(S(C)(=O)=O)n2)cc1
  AI-2 QS modul: 9 | HIF activator: -0.2 | Platelet DG rel: 10 | SKKanGAS inh: -1 | aSyn UTR inh: -20 | IEC-6 tox: 0 | KLF5 inh: -24 | HSF-1 act: 305* | HSF1 inh: 250 | HSP90 refold inh: 3
CC(=O)N1CCN(C(=O)/C(C#N)=C/c2ccc3c(c2)OCO3)CC1
  AI-2 QS modul: 22 | HIF activator: -0.1 | Platelet DG rel: 3 | SKKanGAS inh: 5 | aSyn UTR inh: -3 | IEC-6 tox: 6 | KLF5 inh: -14 | HSF-1 act: -2 | HSF1 inh: -5 | HSP90 refold inh: -3
O=C(Nc1nccs1)C1CC(=O)N(c2ccccc2)C1 (stereo unspecified)
  AI-2 QS modul: 22 | HIF activator: -0.2 | Platelet DG rel: -14 | SKKanGAS inh: -2 | aSyn UTR inh: 25 | IEC-6 tox: -5 | KLF5 inh: -22 | HSF-1 act: 2 | HSF1 inh: -5 | HSP90 refold inh: -5
Fc1cccc(Cl)c1Cn1nnc(-c2ccc3c(c2)OCO3)n1
  AI-2 QS modul: -4 | HIF activator: 3.4 | Platelet DG rel: 3 | SKKanGAS inh: 10 | aSyn UTR inh: -97 | IEC-6 tox: 1 | KLF5 inh: -55 | HSF-1 act: 39 | HSF1 inh: 31 | HSP90 refold inh: 4
